Screening data deposited in PubChem by several laboratories.
HIF act: HIF pathway transcriptional activators, primary screen, cell-based, U2OS HRE-luciferase, luminescence; U2OS HRE-luciferase reporter; normalized: DMSO 0%, desferrioxamine 100%; activation, % at 7.5 µM (by protocol); hit rate 0.32% among 300,000; AID 1910, 2009;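 active = mean activation of at least 10% of the iron chelator positive control signal, with at least half of replicates also reaching 10%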
HSP90 refold inh: HSP90 inhibitors, primary screen, cell lysate, luminescence; hit rate 0.91% among 290,000; inhibition, % at 5.6 µM; AID 1789, 2009; Heat shock protein HSP 90 (rabbit reticulocyte lysate; luciferase refolding); Rabbit reticulocyte lysate, luciferase refolding luminescence, 3 h;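 active = inhibition above the screen-wide mean plus 3 SD, computed separately per campaign, cut at about 16% in these data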;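 note: 0% = DMSO wells and 100% = 60 µM geldanamycin wells; inhibitors lower the luminescence because luciferase stays unfolded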
HSF-1 act: HSF-1 activators, primary screen, NIH3T3-HGL cells, MG132 stress, luminescence, single point. NIH3T3-HGL HSF-1 luciferase reporter, 8 h; 100% = twice DMSO control signal. activation, % at 9 µM. hit rate 1.7% among 300,000. AID 504408, 2011;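 active = mean replicate activation of at least 50% with a set share of replicates each reaching 50%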;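 note: 0% = median of the neutral control wells and 100% = twice that signal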
aSyn 5UTR inh: MLPCN primary screen, SNCA 5' untranslated region; alpha-synuclein 5'UTR reporter, inhibitor activity; inhibition, % (tested at 7.5 µM); hit rate 0.82% among 300,000; AID 1813, 2009; in the data active = inhibition above about 60%;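 note: H4 neuroglioblastoma cells stably carrying SNCA 5'UTR luciferase fusion; 0% = DMSO wells and 100% = positive control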
SKKanGAS inh: S. pyogenes SKKanGAS growth inhibitors in kanamycin, primary screen, streptokinase expression inhibitor project, SKKanGAS strain, BacTiter-Glo luminescence; hit rate 1.3% among 300,000; 6 h; inhibition, % at 7.5 µM;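 active = mean replicate score, as percent of positive control median, at least 50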;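 note: strain carries kanamycin resistance gene driven by streptokinase promoter and grows in 40 µg/ml kanamycin; loss of luminescence reflects streptokinase promoter inhibition or plain growth inhibition; 0% = median of DMSO wells and 100% = positive control at its reference dose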
HSF1 inhib: HSF1 inhibitors in luciferase reporter cells, primary screen, cell-based, NIH3T3, luminescence | NIH3T3-HGL HSE-luciferase, MG132-induced, luminescence 8 h; active compounds read low | activity change, negative = inhibition, % at 7.5 µM (by protocol) | hit rate 0.77% among 300,000 | AID 2098, 2009;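 active = more than half of replicate wells show activity change below -50%, luminescence cut by over half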;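 note: luciferase reports HSF-1 transcriptional activity via heat shock element; 0% = median of DMSO wells and -100% = zero luminescence signal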
IEC-6 tox: cytotoxicity in IEC-6 intestinal epithelial cells, primary screen, cytotoxicity control for KLF5 inhibitor project, cell-based, luminescence; inhibition, % at 5 µM; hit rate 0.78% among 290,000; IEC-6 cytotoxicity, luminescence viability; in the data active = inhibition above about 22%;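 note: 0% = plate median of test compound wells and 100% = cytotoxic reference compound wells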
AI-2 QS modul: Vibrio harveyi AI-2 quorum sensing modulators, primary screen, JMH597 strain, luminescence/OD600 ratio | Vibrio harveyi JMH597 AI-2 luminescence/OD600 ratio, 9 h; active compounds read low; strain lacks LuxN and CqsS sensors; 0 = neutral-control median | activity change, % at 7.5 µM | hit rate 0.4% among 300,000; in the data active = activity change below about -75%, passing the limit was not always enough;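 note: luminescence divided by OD600 gain over 9 h not by final OD600 alone; inactives centre near 13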
KLF5 inhibitor: KLF5 expression inhibitors, primary screen, DLD-1 cells, luminescence; inhibition, % at 5 µM; AID 1700, 2009; hit rate 0.23% among 290,000; DLD-1 KLF5 promoter-luciferase reporter;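 active = inhibition above a per-plate limit of that plate's mean compound inhibition plus 3 SD, cut at about 60% in these data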;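 note: 0% = DMSO wells and 100% = LY294002 at 200 µM; higher means less KLF5 promoter-driven luciferase light; inactives centre near -14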
Platelet DG rel: inhibitors of platelet dense granule secretion, primary screen, cell-based, MLPCN, human platelets | inhibition, %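 (compounds screened at 7.5 µM in platelet-rich plasma)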 | AID 1663, 2009 | human platelet-rich plasma, SFLLRN dense granule ATP release, luminescence | hit rate 0.22% among 300,000;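 active = mean replicate score, as percent of positive control, at or above 50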
Starred values were filed as active, the others as inactive; nt = not tested or not shown; & = joins results of further samples.

smiles | SKKanGAS inh | IEC-6 tox | HSF-1 act | HIF act | AI-2 QS modul | Platelet DG rel | aSyn 5UTR inh | HSF1 inhib | KLF5 inhibitor | HSP90 refold inh
CCOC(=O)N1CCN=C1SCc1ccc(C(F)(F)F)cc1 | 2 | 2 | -4 | 0.4 | 15 | -16 | 11 | 1 | -34 | -1
O=C(CSc1ncn(-c2ccccc2)n1)Nc1ccc2c(c1)OCCO2 | -8 | -2 | -11 | -0.2 | -38 | -1 | -23 | 2 | -2 | 2
COC(=O)c1cccc(NC(=O)CCNC(=O)c2ccco2)c1 | 3 | -1 | 5 | 0.3 | 5 | 1 | 3 | 0 | -3 | 0
COc1ccccc1NC(=O)N1c2ccc(F)cc2CCC1C (stereo not given) | 1 | 1 | -4 | -0.4 | 53 | 0 | -15 | -1 | -6 | -3
Cc1cc(C)cc(N(CCC#N)C(=O)COC(=O)CNC(=O)c2sc3ccccc3c2Cl)c1 | 2 | nt | 21 | -0.6 | 11 | 1 | 7 | 0 | nt | nt
N#CC1=C(N)N(c2ccccc2C#N)C2=C(C(=O)CCC2)C1c1ccsc1 (stereo not given) | 8 | -6 | 8 | -0.1 | 58 | -3 | -13 | 10 | 3 | 5
COCCN(C(=O)c1ccc(OC2CCN(S(=O)(=O)N(C)C)CC2)cc1)C(C)C | 9 | -1 | 9 | 1.9 | 0 | -6 | -4 | 7 | -26 | 2
CCOc1cc(/C=C2\CCn3c2nc2cc(Cl)ccc2c3=O)ccc1O | 18 | -9 | 2 | -1.1 | 11 | -2 | -24 | -3 | -24 | -1
O=C(NC(=S)Nc1cccc(NC(=O)c2ccccc2)c1)c1cccc([N+](=O)[O-])c1 | 14 | 5 | 24 | -5.6 | 34 | 19 | -9 | 8 | 12 | -6
Cc1ccc(NC(=O)C(=O)NCc2ccc(/C=N/NC(=O)c3c(C)nc4ccccn34)o2)cc1 | 3 | -2 | -8 | 0.6 | 22 | 2 | -51 | 3 | -12 | -1
CC(C)C(=O)N(c1ccc2oc(=O)sc2c1)S(=O)(=O)c1ccccc1 | -15 | 2 | 17 | 0.4 | -2 | -15 | -29 | 16 | 0 | 6
CCNC(=S)NNC(=O)c1nn(C)c(C)c1Cl | 2 | 3 | 12 | 0.9 | 2 | -2 | 3 | 1 | -3 | 3
CC(=O)c1ccc(N2CCN(CC(O)COC(c3ccccc3)c3ccccc3C)CC2)cc1 (stereo not given) | -3 | -4 | 15 | -0.7 | 19 | 4 | 10 | 3 | -16 | -1
Cc1nnc2c(NC3CCCC3)nc3ccccc3n12 | -13 | 19 | 0 | 0.2 | -4 | -6 | 5 | 0 | -30 | 4
COc1ccc(CCNC(=O)c2[nH]c(C)c(C(C)=O)c2C)cc1OC | -3 | 8 | -1 | -0.6 | 43 | 2 | 2 | -1 | 5 | 2
Cn1c(SCc2ccc(Br)cc2)nnc1-c1ccccn1 | 0 | 1 | 14 | 1.0 | 40 | 0 | -93 | 18 | -1 | 0
CC/C(Cc1ccccc1)=N\NC(=O)c1cc(C)oc1C | 4 | 0 | -5 | 0.3 | 3 | 2 | -32 | 8 | -1 | 3
CC1Cc2ccccc2N1C(=O)COC(=O)C1=COCCO1 (stereo not given) | 7 | -4 | -2 | -1.8 | 14 | -3 | 0 | 6 | -34 | -4
CC(C)(Oc1ccc(Cl)cc1)C(=O)Nc1ccc2oc(-c3ccncc3)nc2c1 | 3 | 0 | 110* | -0.4 | 8 | 5 | -29 | 54 | -13 | 3
O=C(Nc1ccc(Br)cc1)c1cc(S(=O)(=O)Nc2ccccn2)ccc1Cl | 3 | 1 | -17 | -0.1 | 7 | -3 | 21 | -11 | -3 | 0
CCc1c(C)nc(N2CCN(c3ccccc3)CC2)[nH]c1=O | -14 | -6 | -6 | -10 | 28 | -10 | -4 | -6 | -26 | 1
Cc1nc2nc(C)c(CCC(=O)NCCCN3CCN(c4cccc(Cl)c4)CC3)c(C)n2n1 | 2&8 | 1&-3 | -13&-6 | -1.1&0.2 | 9&16 | 4&9 | -2&8 | -11&-8 | 1&15 | -2&-2
COc1ccc(N(CC(=O)N2CCCCCC2)S(C)(=O)=O)cc1Cl | -4 | 4 | -6 | -2.6 | 22 | 1 | -7 | -2 | -23 | 2
COc1ccc(-n2c(Cc3ccccc3)nnc2SCc2ccc([N+](=O)[O-])cc2)cc1 | 2 | -5 | 29 | -0.9 | 53 | 1 | 24 | 16 | -25 | 2
CCOc1ccc(/C=C2\CCC(C3CCCC3)C2=O)cc1 (stereo not given) | 1 | -3 | 10 | 3.7 | 16 | 4 | -229 | 5 | -183 | -4
COc1ccc(Cn2cnc3c([N+](=O)[O-])c(C)c(C)cc32)cc1 | 6 | 9 | 8 | -0.2 | 18 | 0 | 17 | 6 | 23 | 0
CC(C)(C)C(=O)NC1(C(F)(F)F)NC(=O)N(Cc2ccccc2)C1=O (stereo not given) | -2 | 6 | -8 | 0.2 | 12 | 2 | 10 | -2 | -12 | 1
O=C(/C=C/c1ccc(F)cc1)NC(=S)N1CCN(Cc2ccccc2)CC1 | -2 | 8 | 0 | -0.2 | 29 | -3 | -7 | -1 | 2 | 7
O=C(CSc1nnc2c(Cl)cc(C(F)(F)F)cn12)N(Cc1ccccc1)Cc1ccccc1 | -8 | 7 | 105* | -0.2 | -5 | -4 | -10 | 57 | -18 | 5
C=CCNC(=S)NCc1ccccc1 | 2 | -5 | 13 | -0.1 | 13 | -3 | 16 | 3 | -11 | 1
Cc1cccc(-n2c(=O)c3c(C)c(C)sc3n(CC(N)=O)c2=O)c1 | -9 | -4 | 0 | -0.2 | 20 | 10 | -5 | -4 | 10 | 4
Cn1c(NCc2ccco2)nc2ccccc21 | -15 | -4 | 26 | 1.8 | 23 | -7 | -102 | 0 | -56 | 0
Cc1ncsc1CCSc1nc2ccccc2c(=O)n1C | -25 | 6 | 6 | nt | 28 | 11 | -4 | -5 | -13 | 2
O=C(NCc1nnc(SCC(=O)N2CCC(Cc3ccccc3)CC2)o1)c1ccccc1F | 2 | 0 | -6 | 0.2 | 30 | -3 | -5 | -2 | -5 | -1
COc1ccc(-n2ccnc2SCC(=O)NCc2ccc(F)cc2)c(OC)c1 | 0 | 2 | 12 | -0.4 | -9 | 6 | 17 | 3 | 8 | 2
CCOc1ccc(NC(=S)N2CCCCCC2)cc1 | 4 | -1 | 66* | 2.6 | 14 | -1 | -35 | 30 | -2 | -2
O=C(NCCCN=C1NS(=O)(=O)c2ccccc21)c1ccc(Cl)cc1 | 4 | -3 | -7 | 0.2 | 16 | 6 | 10 | -7 | 2 | -6
CN1CCN(CC(C)(C)NS(=O)(=O)c2ccc(Cl)cc2)CC1 | -6 | 2 | -18 | -0.3 | 11 | -8 | 7 | -3 | -3 | -5
NS(=O)(=O)c1cc(C(=O)OCC(=O)c2ccccc2)c(Cl)cc1Cl | -1 | 8 | -16 | 0.5 | 1 | -1 | -4 | 0 | -14 | -1
CCn1c(SCC(=O)NNC(=S)Nc2ccc(C)cc2)nnc1-c1ccc(Cl)cc1 | 2 | 0 | 3 | -0.7 | 11 | 17 | -4 | 5 | 9 | -1
Cc1nc2ccc(C(=O)N/N=C/c3ccccc3O)cc2[nH]1 | -10 | -6 | 39 | 1.5 | nt | 4 | -28 | 2 | -61 | 1
COc1ccc(CNC(=O)/C=C/C(=O)O)cc1OC | -8 | -10 | 10 | 0.3 | 4 | -3 | 5 | 3 | -8 | -3
CCOC(=O)C1CCN(S(=O)(=O)c2ccc(CC)cc2)CC1 | 6 | -2 | -4 | -0.2 | 25 | -9 | 29 | 1 | -32 | -4
COc1cc(NC(=O)Cn2cnc(S(=O)(=O)N3CCc4ccccc43)c2)cc(OC)c1OC | -3 | 5 | -1 | -0.4 | 17 | -103 | 7 | 1 | 8 | 0
CCCNC(=O)c1ccccc1NC(=O)c1ccccc1N(C)S(=O)(=O)c1ccccc1 | 4 | 0 | 12 | -0.2 | 15 | -3 | -1 | 2 | 8 | -2
CNC(=O)C1CCCN1S(=O)(=O)c1ccc(OC)cc1 (stereo not given) | 0 | 1 | 9 | -0.5 | 24 | 1 | -1 | -7 | -10 | 0
COc1ccccc1/C=N/NC(=O)CCSc1ccccc1 | -2 | 9 | 37 | 0.0 | 9 | 1 | -1 | 9 | -14 | -1
CCc1ccc(OCCCC(=O)Nc2cccc(C(=O)O)c2)cc1 | 4 | 12 | -24 | -0.3 | 28 | 11 | 1 | -3 | -10 | 2
CCC1(C)Cc2ccccc2-c2nc3n(c(=O)c21)CCCCC3 (stereo not given) | 6 | 4 | 6 | -0.3 | 24 | -2 | 18 | 4 | -2 | -1

For convenience, eight of the compounds above:
smiles | SKKanGAS inh | IEC-6 tox | HSF-1 act | HIF act | AI-2 QS modul | Platelet DG rel | aSyn 5UTR inh | HSF1 inhib | KLF5 inhibitor | HSP90 refold inh
Cc1nc2ccc(C(=O)N/N=C/c3ccccc3O)cc2[nH]1 | -10 | -6 | 39 | 1.5 | nt | 4 | -28 | 2 | -61 | 1
COc1ccc(CNC(=O)/C=C/C(=O)O)cc1OC | -8 | -10 | 10 | 0.3 | 4 | -3 | 5 | 3 | -8 | -3
CCOC(=O)C1CCN(S(=O)(=O)c2ccc(CC)cc2)CC1 | 6 | -2 | -4 | -0.2 | 25 | -9 | 29 | 1 | -32 | -4
COc1cc(NC(=O)Cn2cnc(S(=O)(=O)N3CCc4ccccc43)c2)cc(OC)c1OC | -3 | 5 | -1 | -0.4 | 17 | -103 | 7 | 1 | 8 | 0
CCCNC(=O)c1ccccc1NC(=O)c1ccccc1N(C)S(=O)(=O)c1ccccc1 | 4 | 0 | 12 | -0.2 | 15 | -3 | -1 | 2 | 8 | -2
CNC(=O)C1CCCN1S(=O)(=O)c1ccc(OC)cc1 (stereo not given) | 0 | 1 | 9 | -0.5 | 24 | 1 | -1 | -7 | -10 | 0
COc1ccccc1/C=N/NC(=O)CCSc1ccccc1 | -2 | 9 | 37 | 0.0 | 9 | 1 | -1 | 9 | -14 | -1
CCc1ccc(OCCCC(=O)Nc2cccc(C(=O)O)c2)cc1 | 4 | 12 | -24 | -0.3 | 28 | 11 | 1 | -3 | -10 | 2
